Bioassay records as filed in PubChem BioAssay.
BRCA1 expr up: qHTS Assay to Identify Small Molecule Activators of BRCA1 Expression | Potency, µM (highest dose often 46.1 µM), inactives show at the top dose activation, usual class: activators | 380,000 tested, 1.1% active | AID 624202, 2012 | MCF7-BRCA1-FFLuc reporter, luminescence, 48 h; response scale: scaled: vehicle 0%, 10 µM genistein 100%; further: nearly all actives have a fitted effect of over 80% in size; some results filed as inactive show a strong effect at the top dose
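MCF7-BRCA1-FFLuc, 2000 cells/well; 2 h attach, 37 °C/5% CO2; compound 48 h; luciferase substrate 15 min; luminescence end-point. Norm. to genistein 10 microM max activation and DMSO; concentration-response curves fitted.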
RORgamma inh: qHTS for inhibitors of ROR gamma transcriptional activity; Potency, µM (doses to about 53.6 µM), inactives show at the highest dose activity change, negative = inhibition, hits mostly inhibitors; Nuclear receptor ROR-gamma (Mus musculus), P51450; 310,000 tested, 5.4% active; Drosophila S2 Gal4-RORgamma UAS-luciferase reporter, 20 h; AID 2551, 2010; further: on the % scale 0 is the no-effect control and ±100 the full control effect; nearly all actives have a fitted effect of over 60% in size
Target sequence (P51450 whole entry, looked up, the tested form may be a part): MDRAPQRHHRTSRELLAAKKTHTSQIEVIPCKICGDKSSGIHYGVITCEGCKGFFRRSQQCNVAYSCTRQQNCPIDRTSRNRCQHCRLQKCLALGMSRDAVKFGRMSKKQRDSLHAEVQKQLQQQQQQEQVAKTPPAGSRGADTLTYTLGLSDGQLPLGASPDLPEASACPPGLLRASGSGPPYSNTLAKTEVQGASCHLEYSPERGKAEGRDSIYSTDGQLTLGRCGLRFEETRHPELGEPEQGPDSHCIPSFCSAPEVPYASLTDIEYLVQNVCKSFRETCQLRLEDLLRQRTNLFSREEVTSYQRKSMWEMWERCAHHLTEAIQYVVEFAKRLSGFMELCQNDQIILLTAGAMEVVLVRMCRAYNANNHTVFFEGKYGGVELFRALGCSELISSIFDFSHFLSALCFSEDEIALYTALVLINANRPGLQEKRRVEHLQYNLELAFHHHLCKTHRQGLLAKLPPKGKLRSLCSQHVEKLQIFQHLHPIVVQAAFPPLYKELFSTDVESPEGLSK
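Drosophila Schneider cells stably carrying a metallothionein-driven Gal4 DBD–ROR gamma fusion and a UAS-Photinus luciferase reporter were exposed to compound for 1 hr, then induced with copper sulfate (700 uM final) for 20 hr at ambient temperature before luminescence reading.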
FLuc counter: qHTS profiling assay for firefly luciferase inhibitor/activator using purifed enzyme and Km concentrations of substrates (counterscreen for miR-21 project); purified FLuc, Km substrates, luminescence inhibition; Potency, µM (doses to about 57.5 µM), inactives show at the top dose activity change, negative = inhibition, hits mostly inhibitors; 360,000 tested, 6.9% active;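 further: plate controls were vehicle for no effect and reference inhibitor for full effect; nearly all actives have a fitted effect of over 55% in size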
Target sequence (P08659 whole entry, looked up): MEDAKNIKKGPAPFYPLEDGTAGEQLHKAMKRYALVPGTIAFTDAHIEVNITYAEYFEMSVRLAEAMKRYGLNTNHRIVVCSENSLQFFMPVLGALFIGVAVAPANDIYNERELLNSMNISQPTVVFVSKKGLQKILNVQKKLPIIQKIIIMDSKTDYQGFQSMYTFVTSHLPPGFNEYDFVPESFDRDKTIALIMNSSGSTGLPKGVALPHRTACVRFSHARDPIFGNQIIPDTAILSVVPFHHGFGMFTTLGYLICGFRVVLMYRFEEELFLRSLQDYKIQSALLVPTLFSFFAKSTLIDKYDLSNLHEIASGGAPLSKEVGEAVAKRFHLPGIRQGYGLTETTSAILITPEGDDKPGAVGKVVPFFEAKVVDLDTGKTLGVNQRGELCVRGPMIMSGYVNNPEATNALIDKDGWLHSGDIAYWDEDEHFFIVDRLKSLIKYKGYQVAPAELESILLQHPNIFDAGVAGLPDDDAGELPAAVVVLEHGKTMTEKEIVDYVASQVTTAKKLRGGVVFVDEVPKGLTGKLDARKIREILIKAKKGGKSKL
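Purified P. pyralis luciferase (10nM final) with 10uM D-luciferin and 10uM ATP (Km levels) in 50mM Tris acetate pH 7.5, 10mM Mg acetate, 0.01% Tween-20, 0.05% BSA; qHTS 6-point titration, ~60 µM downward; luminescence read.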
Gal4-VP16 FLuc: VP16 counterscreen qHTS for inhibitors of ROR gamma transcriptional activity; Drosophila S2 Gal4-VP16 UAS-luciferase, luminescence, 20 h; Potency, µM (top dose mostly 53.6 µM), for inactives: at the highest dose activity, negative = inhibition, actives largely listed as inhibitors; 310,000 tested, 3.5% active;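 further: Gal4-VP16 expression switched on by copper sulfate through the metallothionein promoter; on the % scale 0 is the no-effect control and ±100 the full control effect; nearly all actives have a fitted effect of over 50% in size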
Starred values were filed as active, the others as inactive; ? = inconclusive; . = not tested or not shown. The call rests on the fitted dose curve; in most records, active means well fitted curve in the direction sought with a large enough effect; inconclusive means small, poorly fitted or top-dose-only effect, or another doubt; inactive means no such curve, though single readings can be large; an effect the other way counts as inactive or inconclusive. Potency means the concentration at half of the fitted maximal effect.

Below each SMILES: BRCA1 expr up	RORgamma inh	FLuc counter	Gal4-VP16 FLuc
CC(=O)N1CCCc2cc(S(=O)(=O)N3CCC(C(=O)NCc4ccc(N(C)C)cc4)CC3)ccc21
  .	.	0%	.
COCCNC(=O)Cn1ncc2c(C)n(Cc3ccc(C)cc3)c(C)c2c1=O
  .	.	-9%	.
Cc1ccc2nc(SC(Cc3cc(Cl)ccc3Cl)C(=O)O)[nH]c2c1 (stereo unspecified)
  .	.	?	.
Cc1ccc(NC(=O)Nc2nnc(SCC(=O)N(C(C)C)C(C)C)s2)cc1
  .	.	?	.
Cc1ccc(CN2C(=O)c3oc4ccc(C)cc4c(=O)c3C2c2ccc(O)cc2)cc1 (stereo unspecified)
  .	.	1%	.
Cc1ccc(Cn2c(C)c(CNCc3ccccc3F)c(C(=O)O)c2C)cc1
  .	.	-2%	.
Cc1ccc2nc3c(cc(C(=O)NC4CCCC4)c(=N)n3C(C)C)c(=O)n2c1
  .	.	-1%	.
CCOc1ccc2nc(Cl)c(C3CC(c4ccc(OC)cc4)=NN3S(C)(=O)=O)cc2c1 (stereo unspecified)
  .	.	-7%	.
CCOc1ccc(-c2nonc2NC(=O)c2ccccc2C)cc1
  .	.	-2%	.
COc1ccc(OCc2ccc(-c3nc(C#N)c(N4CCCCC4)o3)o2)cc1
  .	.	-11%	.
CCc1ccc(OCC(=O)NCC(c2ccc(Cl)cc2)N2CCOCC2)cc1 (stereo unspecified)
  .	.	-9%	.
Cc1ccc2sc(N(Cc3cccnc3)C(=O)CCS(=O)(=O)c3ccccc3)nc2c1C
  .	.	-7%	.
COc1ccc(-c2cn3c(n2)sc2cc(C(=O)Nc4cc(OC)cc(OC)c4)ccc23)cc1
  .	.	-19%	.
COc1ccc(NC(=O)c2c(NC(=O)c3cccc(C)c3)sc3c2CCCC3)cc1
  .	.	?	.
CCc1cc(C(=O)N2CCN(c3ccccc3)CC2)no1
  .	.	-14%	.
Cc1cc(C)cc(NC(=O)CSc2nc(-c3ccccc3)c3cc(F)ccc3n2)c1
  .	.	-1%	.
Cc1cccc(-n2ncc3c(Nc4c(C)cc(C)cc4C)ncnc32)c1
  .	.	-9%	.
CCN(C(=O)NCc1noc2ccccc12)c1cc(C)ccc1C
  .	.	-11%	.
Cc1ccc(NC(c2nnc(-c3ccccc3)o2)c2ccccc2F)c(Cl)c1 (stereo unspecified)
  .	.	-4%	.
O=C(NCC(c1ccc2c(c1)OCO2)N1CCOCC1)c1ccc(F)cc1 (stereo unspecified)
  .	.	-3%	.
COc1ccccc1N1CCN(C(=O)Cn2c(=O)n3nc(-c4cccc(C)c4)nc3c3ccccc32)CC1
  .	.	3%	.
Cc1ccc(NC(=O)/C(C#N)=C\c2ccc(-c3ccc(Cl)cc3)o2)c(C)c1
  .	.	-2%	.
Cc1ccc(CCNC(=O)CN(c2ccc(C(C)C)cc2)S(=O)(=O)c2c(C)nn(C)c2C)cc1
  .	.	0%	.
COc1ccc(Nc2nc(-c3cccc(Cl)c3)c3c(n2)-c2ccccc2OC3)cc1
  .	.	4%	.
Cc1ccc(C)c(OCC(=O)Nc2sc3c(c2C#N)CCCC3)c1C
  .	.	-19%	.
Cc1ccc(NS(=O)(=O)c2ccc3c(c2)N(C)C(=O)CC(=O)N3C)cc1Cl
  .	.	-9%	.
CCOC(=O)c1cc(C)n(CC2CCC(C(=O)Nc3cc(OC)cc(OC)c3)CC2)c1C (stereo unspecified)
  .	.	-1%	.
CC1CCN(S(=O)(=O)c2ccc3c(c2)N(CC(=O)NC(C)c2ccccc2)C(=O)CS3)CC1 (stereo unspecified)
  .	.	-1%	.
Cc1ccc2c(c1)c(=O)c1ccccc1n2CCCC(=O)Nc1ccc(C)c(F)c1
  .	.	-14%	.
Cc1ccc(S(=O)Cc2nc(-c3ccc(C(=O)NC(C)c4ccccc4)cc3)oc2C)cc1 (stereo unspecified)
  .	.	-6%	.

3 entries already listed, ordered by molar mass, rising.
Below each SMILES: BRCA1 expr up	RORgamma inh	FLuc counter	Gal4-VP16 FLuc
Cc1cccc(-n2ncc3c(Nc4c(C)cc(C)cc4C)ncnc32)c1
  .	.	-9%	.
COc1ccc(Nc2nc(-c3cccc(Cl)c3)c3c(n2)-c2ccccc2OC3)cc1
  .	.	4%	.
COc1ccccc1N1CCN(C(=O)Cn2c(=O)n3nc(-c4cccc(C)c4)nc3c3ccccc32)CC1
  .	.	3%	.

Single entries from the results shown.
FLuc counter with Cc1cccc(-n2ncc3c(Nc4c(C)cc(C)cc4C)ncnc32)c1 = -9%
FLuc counter with CC(=O)N1CCCc2cc(S(=O)(=O)N3CCC(C(=O)NCc4ccc(N(C)C)cc4)CC3)ccc21 = 0%
FLuc counter with COCCNC(=O)Cn1ncc2c(C)n(Cc3ccc(C)cc3)c(C)c2c1=O = -9%
FLuc counter with Cc1ccc(CN2C(=O)c3oc4ccc(C)cc4c(=O)c3C2c2ccc(O)cc2)cc1 (stereo unspecified) = 1%
FLuc counter with COc1ccccc1N1CCN(C(=O)Cn2c(=O)n3nc(-c4cccc(C)c4)nc3c3ccccc32)CC1 = 3%
FLuc counter with Cc1ccc(NC(=O)/C(C#N)=C\c2ccc(-c3ccc(Cl)cc3)o2)c(C)c1 = -2%

Continued.
Below each SMILES: BRCA1 expr up	RORgamma inh	FLuc counter	Gal4-VP16 FLuc
COc1cc(CNCCSc2nnnn2C)ccc1OCc1ccc(C)cc1
  .	.	?	.
COc1ccc(OC)c(CNC(=O)C2CCCCN2S(=O)(=O)c2ccc(F)cc2)c1 (stereo unspecified)
  .	.	-4%	.
O=C(Nc1ccc(-c2nc3ccccc3o2)c(O)c1)c1cc(Cl)ccc1Cl
  .	.	?	.
CCOc1ccccc1Nc1nnc(-c2cc3cc(Cl)ccc3oc2=O)s1
  .	.	-1%	.
CC(C)c1ccc(/C=C(\C#N)c2nc(-c3ccc(O)cc3)cs2)cc1
  .	.	?	.
COc1ccc(-c2csc3ncnc(Nc4cccc(OC)c4)c23)cc1
  .	.	-15%	.
CCOC(=O)c1cc(-c2ccccc2)n(CC(=O)NCc2ccccc2)c1C
  .	.	0%	.
CC1CCc2c(sc3nc(-c4cc5cc(Br)ccc5oc4=O)[nH]c(=O)c23)C1 (stereo unspecified)
  .	.	5%	.
CCOc1ccc(OCC)c(NS(=O)(=O)c2ccc3c(c2)CCCN3C(C)=O)c1
  .	.	-6%	.
COc1cccc(N2CCN(C(=O)C3Cc4ccccc4N3C(C)=O)CC2)c1 (stereo unspecified)
  .	.	-8%	.
COc1ccc(C)cc1NC(=O)c1cc2c(s1)-c1ccccc1SC2
  .	.	-15%	.
CCCCSCCCNC(=O)c1cn(C)c2ccc(S(=O)(=O)N3CCCCCC3)cc2c1=O
  .	.	-2%	.
O=C(CSc1nc2ccccc2nc1Cc1ccc(Cl)cc1)N1CCc2ccccc21
  .	.	-2%	.
Cc1cccc(C(=O)NCC(c2ccc3c(c2)OCO3)N2CCN(c3ccccc3F)CC2)c1 (stereo unspecified)
  .	.	-14%	.
CC(NC(=O)CCCN1C(=O)CCn2nc(-c3cn(C)c4ccccc34)cc21)c1ccccc1 (stereo unspecified)
  .	.	-2%	.
Cc1ccc(CNC(=O)c2ccc3c(=O)n(-c4ccccc4)c(=O)[nH]c3c2)cc1
  .	.	1%	.
COc1ccc(NC(=O)c2sc3nc(C(F)(F)F)cc(C)c3c2N)cc1OC
  .	.	1%	.
CCOC(=O)C1CCN(c2ncnc3c2c(-c2ccccc2)cn3-c2cccc(C)c2)CC1
  .	.	0%	.
Cc1ccc(NC(=O)c2ccc(CN3C(=O)CCn4nc(C)cc43)cc2)c(Cl)c1
  .	.	-16%	.
CCCN(CCC)S(=O)(=O)c1ccc(N2CCCCS2(=O)=O)cc1
  .	.	-7%	.
COc1cccc(Nc2sc(C(=O)c3ccc(F)cc3)c(N)c2C(=O)NCc2ccc(C)cc2)c1
  .	.	2%	.
Cc1ccn2cc(-c3ccc(C)c(NS(=O)(=O)c4ccc(Cl)cc4)c3)nc2c1
  .	.	11µM*	.
Cc1csc2nc(COC(=O)CNC(=O)c3ccc(F)cc3)cc(=O)n12
  .	.	-8%	.
Cc1ccccc1NC(=O)c1c(NC(=O)c2ccco2)sc2c1CCC(C(C)(C)C)C2 (stereo unspecified)
  .	.	4%	.
O=C(NCC(c1cccs1)S(=O)(=O)c1cccs1)c1ccc(F)c(F)c1 (stereo unspecified)
  .	.	-4%	.
CCN(C(=O)c1cn(-c2cccc(OC)c2)c(=O)c2ccccc12)c1ccccc1C
  .	.	4%	.
COc1ccc(OC)c(NC(=O)c2c(NCc3ccc(C)o3)sc3c2CCCCC3)c1
  .	.	?	.
COc1ccc(CNC(=O)Cc2c(C)c3cc4c(C)coc4c(C)c3oc2=O)cc1
  .	.	-3%	.
CCc1cccc(NC(=O)CN2c3ccccc3S(=O)(=O)c3ccccc32)c1
  .	.	-17%	.
COc1ccc(OC)c(C2C(C(=O)Nc3ccc(C)cc3C)=C(C)Nc3c(C(=O)Nc4ccc(F)cc4)cnn32)c1 (stereo unspecified)
  .	.	-13%	.

Brought forward from above: 3 entries, followed by the next part.
Letter code – A = BRCA1 expr up; B = RORgamma inh; C = FLuc counter; D = Gal4-VP16 FLuc
COc1ccc(CNC(=O)Cc2c(C)c3cc4c(C)coc4c(C)c3oc2=O)cc1
  A: .; B: .; C: -3%; D: .
CCc1cccc(NC(=O)CN2c3ccccc3S(=O)(=O)c3ccccc32)c1
  A: .; B: .; C: -17%; D: .
COc1ccc(OC)c(C2C(C(=O)Nc3ccc(C)cc3C)=C(C)Nc3c(C(=O)Nc4ccc(F)cc4)cnn32)c1 (stereo unspecified)
  A: .; B: .; C: -13%; D: .
Cc1ccc(-n2cnc3cc(C(=O)NC4CCCCCC4)ccc32)c(C)c1
  A: .; B: .; C: ?; D: .
Cc1cc(C)cc(OCC(=O)NCC2(N(C)C)CCCCC2)c1
  A: .; B: .; C: -6%; D: .
Cn1c(C(=O)NCc2ccccc2F)cc2cc(S(=O)(=O)N3CCCCC3)ccc21
  A: .; B: .; C: -1%; D: .
Cc1ccccc1CSc1nc2cc(C(=O)NC3CCCC3)ccc2c(=O)n1Cc1ccccc1
  A: .; B: .; C: 1%; D: .
COc1ccc(Br)cc1CNC(=O)c1cc2n(n1)CCCN(Cc1ccc(C)cc1)C2=O
  A: .; B: .; C: -11%; D: .
Cc1ccc(C)c(CN2C(=O)c3ccccc3S(=O)(=O)c3ccc(C(=O)N4CCN(c5ccccc5)CC4)cc32)c1
  A: .; B: .; C: 2%; D: .
COc1ccc(CCNC(=O)c2oc(=O)c3ccccc3c2-c2ccccc2)cc1OC
  A: .; B: .; C: -8%; D: .
COc1ccc(Br)cc1CNC(=O)c1cnc2sc(N3CCC(C)CC3)nn2c1=O
  A: .; B: .; C: -1%; D: .
Cc1ccc(-c2nc3ccc(Cl)cn3c2Nc2ccccc2C)s1
  A: .; B: .; C: -1%; D: .
CC(=O)c1c(C)oc2c1cc(NS(=O)(=O)c1ccc(C(C)(C)C)cc1)c1ccccc12
  A: .; B: .; C: ?; D: .
CCc1ccc(-n2c(=O)c3c(C)c(C(=O)N(C)C)sc3n(CC(=O)Nc3cc(Cl)ccc3C)c2=O)cc1
  A: .; B: .; C: -1%; D: .
CN1CCc2nc3sc(C(=O)Nc4c(F)cccc4F)c(N)c3cc2C1
  A: .; B: .; C: ?; D: .
Cc1ccc(S(=O)(=O)c2nc(-c3cccs3)oc2SCC(=O)Nc2cc(C)cc(C)c2)cc1
  A: .; B: .; C: -4%; D: .
COc1ccc(OC)c(Nc2ncc3c(n2)CCN(Cc2cc(OC)c(OC)c(OC)c2)C3)c1
  A: .; B: .; C: -5%; D: .
COC(=O)C1=C(C)N(Cc2ccccc2)C(=NCc2ccco2)N[C@H]1c1ccc(Br)cc1
  A: .; B: ?; C: 7%; D: ?
CCCNC(=O)C1(C)CCCN(Cc2cc(-c3ccccc3)nn2C)C1 (stereo unspecified)
  A: -23%; B: .; C: .; D: .

Only part of the results is shown. The share of hits here may be higher or lower than overall.
